Screens: PubChem BioAssay, several laboratories
RSV antiviral HEp-2: RSV antiviral activity via CPE protection, HEp-2 cells, primary 10 µM value included (AID 2391) | HEp-2 cells, RSV-induced CPE inhibition; higher % means a stronger effect | CPE inhibition, % at 10 µM, or IC50 in µM where a hit was titrated | actives 0.13% (n = 310,000); in the data active means a potency from the dose series; inconclusive means CPE inhibition mostly from about 23% at the one dose, without a potency; inactive means the rest, 99 in 100 with CPE inhibition below about 21%; further: strong numbers were not always called active
West Nile virus CPE: inhibition of WNV-induced cytopathic effect – cell-based, CPE readout (AID 1621). West Nile virus-infected cells, CPE inhibition; higher % means a stronger effect. one-dose CPE inhibition, % at 10 µM; IC50 in µM for titrated hits. actives 0.02% (n = 290,000); in the data active means a potency from the dose series; inconclusive means CPE inhibition mostly from about 3.7% at the one dose, without a potency; inactive means the rest, 99 in 100 with CPE inhibition below about 2.2%; further: strong numbers were not always called active
b-catenin transl: modulators of beta-catenin nuclear translocation; HeLa beta-catenin nuclear translocation, immunofluorescence imaging; nuclear translocation activity, % at 5 µM; actives 0.3% (n = 190,000);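 active means nuclear translocation activity above 50% at 5 µM, with a well cell count of 50 or more; inconclusive means wells under 50 cells across six images, flagged as toxic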;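 further: per-cell ratio of nuclear to cytoplasmic median beta-catenin stain intensity; plate controls were DMSO negative control for no effect and GSK-3 inhibitor IX positive control for full effect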
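Technique: fluorescence imaging of beta-catenin antibody stain plus DAPI / Material: human HeLa cell line / Incubation: compound treatment 24 h, 37°C, 5% CO2 / Read-out basis: % activation of per-cell nuclear versus cytoplasmic median beta-catenin signal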
WT yeast gro inh: growth inhibition of WT yeast, mitochondrial fusion screen; mitochondrial fusion phenotypic screen, WT strain; inhibition, % at 10 µM; actives 2.1% (n = 190,000); in the data active means inhibition above about 58%; tested in S. cerevisiae
MgcRacGAP inhibition: MgcRacGAP GTPase-activating activity inhibitors, confirmation, biochemical, ADP Hunter fluorescence; actives 0.6% (n = 340,000); inhibition, % at 30 µM, or IC50 in µM where a hit was titrated; MgcRacGAP-stimulated Rac1 GTP hydrolysis, ADP Hunter fluorescence; higher % means a stronger effect; GST-tagged Rac1 F28L mutant substrate; AID 624330;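 active means first-screen hits whose inhibition reached a set limit at any dose in the follow-up dose series; inconclusive means inhibition above the set first-screen limit but never retested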;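 further: fluorescence reports GDP produced by GAP-driven GTP hydrolysis; strong numbers were not always called active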
Salmonella PhoP GFP: inhibitors of PhoP regulon expression, primary screen, Salmonella Typhimurium, GFP reporter (AID 1863); S. Typhimurium PhoP-regulated promoter GFP reporter, 4 h; higher % means a stronger effect; one-dose inhibition, % at 50 µM; IC50 in µM for titrated hits; actives 0.16% (n = 300,000);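 active means inhibition over 29.93%, a cutoff 3 SD above the screen mean, later confirmed by dose response; inconclusive means inhibition over 29.93% but no dose response follow-up; inactive means inhibition at most 29.93% or unconfirmed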;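 further: 0% = low Mg2+ inducing control and 100% = high Mg2+ repressing control; strong numbers were not always called active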
SV40 large T antigen: TAg ATPase/helicase activity blockers – biochemical (AID 1903); SV40 large T antigen ATPase/helicase inhibition assay; higher % means a stronger effect; inhibition, % at 20 µM, or IC50 in µM where a hit was titrated; actives 0.39% (n = 310,000); in the data active means a potency from the dose series; inconclusive means inhibition mostly from about 32% at the one dose, without a potency; inactive means the rest, 99 in 100 with inhibition below about 32%; further: strong numbers were not always called active
T cell HTS: T cell immune modulation candidate | AID 2052 | actives 0.068% (n = 330,000) | 2C CD8+ T cell-vesicle binding, flow cytometry; hits give low values | calls only at 7 µM;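 active means response, share of CD8 T cells binding vesicles, and their 90th percentile fluorescence all below set limits, cut at about 80% in these data, passing the limit was not always enough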
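Test system: purified 2C TCR transgenic mouse naive CD8+ T cells. Probe or stimulus: QL9-peptide-loaded Drosophila micro-vesicles bearing Ld, ICAM-1 and B7-1. Incubation: binding step 1.5 h, 37 °C, antibody labelling 20 min, ice. Measured by: flow cytometry of vesicle-bound cells.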
Myeloid diff MLP: myeloid differentiation induction; AID 624256; calls only at 10 µM; actives 1% (n = 360,000); ER-HoxA9 myeloid progenitors, lysozyme-GFP differentiation, flow cytometry;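 active means normalized GFP-positive differentiation at or above the plate's own cutoff, the solvent-only control mean plus 3 SD; inconclusive means no clear call, values can overlap the other calls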;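 further: cells exposed to compound for four days before flow analysis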
WT yeast gro inh mutant strain: recorded beside WT yeast gro inh, whose call it bears; inhibition, %; mitochondrial fusion phenotypic screen, mutant strain inhibition
b-catenin transl cell count 5 µM: recorded beside b-catenin transl, whose call it bears; cell count; measured here: cell count, cytotoxicity flag
T cell HTS vesicle-bound %: also measured in T cell HTS; calls as there; double positive events, %; measured here: CD8+ vesicle-bound cell fraction;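 binding gate set so that unloaded-vesicle control wells show 10% double positive cells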
Myeloid diff MLP GFP+ MAC1+ %: recorded beside Myeloid diff MLP, whose call it bears; GFP+ MAC1+ double positive, %; measured here: differentiation confirmed by MAC1 staining
Starred values were filed as active, the others as inactive; i = inactive; ? = inconclusive; . = no result given; + = active, no number.

SMILES	RSV antiviral HEp-2	West Nile virus CPE	b-catenin transl	b-catenin transl cell count 5 µM	WT yeast gro inh	WT yeast gro inh mutant strain	MgcRacGAP inhibition	Salmonella PhoP GFP	SV40 large T antigen	T cell HTS	T cell HTS vesicle-bound %	Myeloid diff MLP	Myeloid diff MLP GFP+ MAC1+ %
COc1cc(/C=N/NC(=O)c2ccncc2)ccc1OCc1cnc(Cl)s1	5.3%	-0.6%	0.5	1482	5.6	-0.4	-7.2%	-7.5%	0.8%	i	36.9	i	0.6
Cc1ccc(C)c(S(=O)(=O)N2CCN(C(=O)CCNC(=O)c3ccc(Br)cc3)CC2)c1	4.9%	.	.	.	.	.	8.0%	-5.5%	27.9%	i	23.4	i	0.7
CC12CCC(c3c1nc1ccccc1[n+]3[O-])C2(C)C (centres undefined)	0.0%	0.8%	0.0	472	-8.1	-13.2	4.3%	14.2%	20.4%	i	2.4	i	0.3
CCCCCCC[C@H](N)[C@H](O)C(=O)N(C)[C@@H](CCS(C)=O)C(=O)N[C@@H](Cc1ccc(O)cc1)C(=O)N[C@@H](Cc1ccc(O)cc1)C(=O)O (some centres undefined)	1.6%	0.4%	2.0	1061	.	.	2.6%	-0.1%	13.0%	i	22.3	i	1.3
CC1(C)Cc2c(C#N)c(N3CCN(C(=O)c4ccccc4Cl)CC3)nc(-c3ccco3)c2CS1	5.5%	0.2%	-3.3	1380	8.8	2.4	11.6%	-6.3%	?	i	39.7	i	1.1
CCCCN(CC)C(=O)c1cc2cc3ccc(Cl)cc3nc2o1	20.7%	-1.0%	.	.	.	.	-3.5%	8.6%	-0.9%	i	11.9	i	0.1
CS(=O)(=O)c1sc(C(=O)NC(=S)Nc2ccc(OC(F)(F)F)cc2)c2c1C=CCC2	-1.5%	0.3%	-0.4	1306	.	.	7.2%	-12.6%	13.1%	i	22.9	i	0.4
Cc1ccc(/C=C/C(=O)NC(=S)Nc2ccc(S(=O)(=O)Nc3cc(C)on3)cc2)cc1	2.4%	0.1%	.	.	.	.	10.3%	8.3%	22.2%	i	33.0	i	0.7
COc1ccc(NC(=O)CN(C)S(=O)(=O)c2ccccc2)c([N+](=O)[O-])c1	0.2%	-0.7%	-2.2	1375	26.9	-2.0	5.8%	-11.5%	31.4%	i	41.2	i	4.8
Cc1ccc(CN2C(=O)C(=O)N(CC(N)=O)C2=O)cc1	1.2%	0.1%	.	.	.	.	1.8%	-4.7%	4.0%	i	61.5	i	0.5
O=C(c1ccco1)N1CCN(C(=O)C2CCN(S(=O)(=O)Cc3ccccc3)CC2)CC1	1.5%	2.8%	-4.0	885	-14.8	-6.6	1.0%	-2.0%	10.3%	i	46.7	i	1.3
CCOC(=O)N1CCN(C(=O)c2oc(=O)c3ccccc3c2-c2ccc(C)cc2)CC1	-0.2%	-0.1%	-0.5	1150	12.3	8.1	2.6%	4.6%	11.5%	i	36.3	i	2.1
COc1ccccc1OCc1nn[nH]n1	-0.2%	0.0%	.	.	.	.	4.6%	-1.2%	11.9%	i	56.4	i	0.8
CCOC(=O)N1CCN(C(=O)c2ccc(Cn3c(=S)[nH]c4cc5c(cc4c3=O)OCO5)cc2)CC1	6.0%	-0.2%	-0.2	549	-10.6	6.9	-1.1%	-11.1%	-1.9%	i	37.4	i	0.8
O=C(NCc1ccc2c(c1)OCO2)c1ccc(CS(=O)(=O)c2cccc(C(F)(F)F)c2)o1	1.2%	.	-2.7	870	-7.8	26.2	3.4%	0.6%	7.9%	i	49.9	i	0.9
COc1ccc(N2C(=O)CC(N3CCCCC3)C2=O)cc1 (centres undefined)	2.0%	0.3%	-0.6	1034	-19.4	7.7	-24.6%	0.1%	30.2%	i	18.2	i	0.2
CC(=O)N/C(=C\c1ccc(C)o1)C(=O)NCc1ccccc1	1.0%	-0.6%	.	.	.	.	-0.4%	-1.3%	9.6%	i	62.5	i	0.5
O=C(NC1CCCCC1)Oc1cc2oc(=O)sc2cc1Br	1.3%	0.1%	1.8	1258	.	.	?	14.0%	19.0%	i	38.7	i	0.4
COc1ccc(OCc2cc(C(=O)N3CCCC(O)C3)no2)c2ccccc12 (centres undefined)	4.1%	-0.4%	.	.	.	.	5.4%	-0.1%	10.0%	i	56.4	i	0.0
O=C(Nc1ccsc1C(=O)N1CCCCCC1)c1ccccc1	-0.1%	-0.1%	0.2	1290	6.9	-3.0	4.6%	7.8%	2.1%	i	52.1	i	2.6
Cc1csc(N(C)C(=O)CSc2nnc(COc3cccc4ccccc34)o2)n1	5.2%	2.7%	-0.6	1027	11.9	-14.0	8.1%	9.7%	10.2%	i	5.4	?	.
Cc1ccnc(NS(=O)(=O)c2ccc(NC(=O)C34CC5CC(CC(C5)C3)C4)cc2)n1	1.9%	-0.4%	-3.3	1174	8.7	-8.8	-14.1%	-0.5%	10.0%	i	16.6	i	1.5
Cc1ccc(N2CC(C(=O)Nc3ccc(S(=O)(=O)Nc4ncccn4)cc3)CC2=O)cc1C (centres undefined)	0.9%	-0.1%	.	.	.	.	3.7%	-1.9%	10.4%	i	27.9	i	0.8
COc1ccc(CNC(=O)c2cccs2)cc1	0.8%	-0.1%	-5.8	1082	-13.8	-6.8	14.5%	-0.5%	-0.8%	i	39.1	i	6.3
CN1C(=O)c2cccc3c(S(=O)(=O)N4CCCC4C(=O)O)ccc1c23 (centres undefined)	1.6%	0.2%	.	.	.	.	6.1%	4.5%	1.1%	i	13.8	.	.
c1ccc(-n2nnnc2-c2cnc(-c3ccncc3)nc2-c2cccs2)cc1	0.2%	2.7%	11.4	202	14.9	-10.4	1.5%	5.7%	3.9%	i	6.0	i	0.4
CCn1c(SCC(=O)Nc2nc(C)c(C)s2)nnc1-c1cccnc1	0.8%	0.0%	-5.8	1179	7.3	9.6	3.6%	-0.7%	5.7%	i	13.4	i	1.4
O=C(NC1CCCC1)c1cc(-c2ccc(F)cc2)on1	4.2%	-0.6%	.	.	.	.	11.4%	8.8%	17.7%	i	23.3	i	6.1
CC1=NOC(=O)/C1=C\c1ccc(-c2ccc(Cl)cc2Cl)o1	.	.	2.8	1043	84.5*	81.9*	14.1%	-4.2%	16.7%	.	.	i	0.4
CC(C)C(=O)Nc1ccc2c(c1)nc(CCN1CCN(c3ccccc3)CC1)n2C	1.6%	-0.4%	1.6	1280	.	.	9.6%	-9.8%	3.0%	i	33.6	i	0.2
CCOC(=O)c1cc2c(C)nn(-c3ccccc3)c2s1	1.6%	0.0%	7.6	433	-3.4	-7.2	14.0%	-6.5%	6.3%	i	33.8	i	0.7
O=C(CS(=O)(=O)Cc1ccccc1)Nc1cccnc1	0.9%	.	.	.	90.1*	19.3*	4.1%	-1.6%	2.5%	i	65.2	i	0.1
CCC(C)(C)n1nnnc1C(c1cc2cc(OC)c(OC)cc2[nH]c1=O)N1CCc2ccccc21 (centres undefined)	3.0%	0.3%	-0.2	496	-29.1	-3.0	-3.6%	17.4%	-3.9%	i	9.4	i	2.2
O=C(NCCC1=CCCCC1)C1CCC(=O)N(Cc2ccc(Cl)cc2)C1 (centres undefined)	0.9%	-0.5%	.	.	.	.	-2.5%	-5.1%	28.6%	i	4.2	+	18.0*
CCCCCn1c(SCc2cccc(C)c2)nc2c1c(=O)[nH]c(=O)n2C	3.6%	-0.1%	0.0	1223	27.6	11.1	11.6%	-2.3%	.	i	40.0	i	1.9
CC(=O)Nc1nc2c(c3c1c(=O)oc1ccccc13)CCCC2	.	-0.3%	-1.0	1189	-13.2	8.7	.	-11.2%	3.3%	.	.	.	.
COc1ccc2cc(C#N)c(N3CCOCC3)nc2c1	3.3%	1.5%	.	.	.	.	9.0%	-5.4%	2.5%	i	16.9	+	1.5*
CC(=O)NCCC(Cc1ccccc1)c1ccco1 (centres undefined)	0.4%	0.0%	-4.4	1224	8.1	-4.5	-5.8%	-0.4%	10.7%	i	50.2	i	0.0
O=C1NC(c2ccncc2)Nc2sc3c(c21)CCCC3 (centres undefined)	0.8%	-0.1%	0.3	827	2.7	3.1	11.8%	18.8%	3.5%	i	33.7	.	.
Cc1cc(NC(=O)CCS(=O)(=O)c2ccc3c(c2)NC(=O)C(C)S3)ccc1Br (centres undefined)	12.0%	0.5%	.	.	.	.	14.2%	-4.2%	6.4%	i	18.2	i	0.3

Molecules above that have a thiophene ring, fused or not:
SMILES	RSV antiviral HEp-2	West Nile virus CPE	b-catenin transl	b-catenin transl cell count 5 µM	WT yeast gro inh	WT yeast gro inh mutant strain	MgcRacGAP inhibition	Salmonella PhoP GFP	SV40 large T antigen	T cell HTS	T cell HTS vesicle-bound %	Myeloid diff MLP	Myeloid diff MLP GFP+ MAC1+ %
CS(=O)(=O)c1sc(C(=O)NC(=S)Nc2ccc(OC(F)(F)F)cc2)c2c1C=CCC2	-1.5%	0.3%	-0.4	1306	.	.	7.2%	-12.6%	13.1%	i	22.9	i	0.4
O=C(Nc1ccsc1C(=O)N1CCCCCC1)c1ccccc1	-0.1%	-0.1%	0.2	1290	6.9	-3.0	4.6%	7.8%	2.1%	i	52.1	i	2.6
COc1ccc(CNC(=O)c2cccs2)cc1	0.8%	-0.1%	-5.8	1082	-13.8	-6.8	14.5%	-0.5%	-0.8%	i	39.1	i	6.3
c1ccc(-n2nnnc2-c2cnc(-c3ccncc3)nc2-c2cccs2)cc1	0.2%	2.7%	11.4	202	14.9	-10.4	1.5%	5.7%	3.9%	i	6.0	i	0.4
CCOC(=O)c1cc2c(C)nn(-c3ccccc3)c2s1	1.6%	0.0%	7.6	433	-3.4	-7.2	14.0%	-6.5%	6.3%	i	33.8	i	0.7
O=C1NC(c2ccncc2)Nc2sc3c(c21)CCCC3 (centres undefined)	0.8%	-0.1%	0.3	827	2.7	3.1	11.8%	18.8%	3.5%	i	33.7	.	.

Rows are unselected; overall some 3.6% were active at least once.
